Screens from PubChem.
KDM5B inhibitor: KDM5B demethylase inhibition | Q9UGL1 | Potency, µM (doses to about 57.7 µM), inactives show top-dose activity change, negative = inhibition, most hits filed as inhibitors | 220,000 tested, 2.6% active | KDM5B demethylase, FDH-coupled NADH fluorescence (FDH is formaldehyde dehydrogenase); active = well fitted inhibition curve with a large enough effect; inconclusive = small, poorly fitted or top-dose-only effect; inactive = no such curve, though single readings can be large or run the other way; also: 0% is about no effect; nearly all actives have a fitted effect of over 70% in size
Target sequence (Q9UGL1 whole entry, looked up): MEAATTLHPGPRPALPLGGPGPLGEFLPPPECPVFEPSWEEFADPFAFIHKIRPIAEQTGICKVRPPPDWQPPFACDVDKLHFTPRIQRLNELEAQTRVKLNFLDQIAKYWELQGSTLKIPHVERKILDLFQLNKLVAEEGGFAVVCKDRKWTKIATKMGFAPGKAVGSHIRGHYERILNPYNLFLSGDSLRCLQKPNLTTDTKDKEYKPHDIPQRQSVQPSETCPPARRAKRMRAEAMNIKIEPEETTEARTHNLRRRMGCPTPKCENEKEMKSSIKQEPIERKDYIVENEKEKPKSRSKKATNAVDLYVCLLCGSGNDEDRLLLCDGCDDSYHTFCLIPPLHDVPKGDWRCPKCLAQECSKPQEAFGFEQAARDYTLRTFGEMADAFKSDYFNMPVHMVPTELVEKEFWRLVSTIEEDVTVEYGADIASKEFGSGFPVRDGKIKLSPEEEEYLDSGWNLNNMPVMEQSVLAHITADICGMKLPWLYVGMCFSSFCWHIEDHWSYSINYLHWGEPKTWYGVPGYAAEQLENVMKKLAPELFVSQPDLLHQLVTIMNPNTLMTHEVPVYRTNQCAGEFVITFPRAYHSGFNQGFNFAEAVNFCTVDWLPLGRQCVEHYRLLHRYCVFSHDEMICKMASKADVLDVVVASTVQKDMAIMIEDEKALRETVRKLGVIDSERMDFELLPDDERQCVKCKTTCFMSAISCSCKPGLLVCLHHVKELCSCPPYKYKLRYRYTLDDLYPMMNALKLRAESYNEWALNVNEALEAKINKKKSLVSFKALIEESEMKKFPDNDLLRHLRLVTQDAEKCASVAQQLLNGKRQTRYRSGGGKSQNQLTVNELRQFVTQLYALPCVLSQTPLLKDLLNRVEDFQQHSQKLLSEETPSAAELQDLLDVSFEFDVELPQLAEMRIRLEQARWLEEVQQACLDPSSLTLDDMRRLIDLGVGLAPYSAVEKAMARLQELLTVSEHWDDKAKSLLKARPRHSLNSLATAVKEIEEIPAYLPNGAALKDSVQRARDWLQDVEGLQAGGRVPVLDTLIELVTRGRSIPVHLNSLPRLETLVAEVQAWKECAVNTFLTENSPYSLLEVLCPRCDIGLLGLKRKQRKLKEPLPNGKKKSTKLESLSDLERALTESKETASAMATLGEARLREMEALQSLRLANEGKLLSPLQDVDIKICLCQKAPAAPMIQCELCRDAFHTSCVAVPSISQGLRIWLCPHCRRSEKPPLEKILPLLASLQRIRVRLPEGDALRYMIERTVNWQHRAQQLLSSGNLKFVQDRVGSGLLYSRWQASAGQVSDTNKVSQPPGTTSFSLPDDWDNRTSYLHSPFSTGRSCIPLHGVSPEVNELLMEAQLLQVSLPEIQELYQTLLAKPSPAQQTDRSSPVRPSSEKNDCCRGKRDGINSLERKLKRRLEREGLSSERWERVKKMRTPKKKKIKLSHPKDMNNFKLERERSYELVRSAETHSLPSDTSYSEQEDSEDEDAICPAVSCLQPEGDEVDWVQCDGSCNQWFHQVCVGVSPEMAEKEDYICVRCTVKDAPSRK
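qHTS format, multiple compound concentrations. Buffer 50 mM HEPES pH 7.5/0.01% Tween-20; 200 nM KDM5BΔAP final; 10 min compound preincubation; substrate-mix levels 12.5 µM peptide, 25 µM α-KG, 0.25 mM NAD⁺; 30 min RT; ΔRFU.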
An asterisk follows results filed as active; ? = inconclusive; & = joins results of further samples; ! = a repeat was not active; [ ] = dose if it differs, or a comment. Potency is read from the fitted curve at half-maximal effect. The list is partial, so the mix of outcomes need not match the whole.

KDM5B inhibitor,Molecule
-19%,COc1ccc(NCc2cc3cc4c(cc3n(CC(=O)Nc3cc(C)ccc3C)c2=O)OCCO4)cc1
-17%,CCOc1ccc(NS(=O)(=O)c2ccc(C(=O)NC3CCN(Cc4ccccc4)CC3)cc2)cc1
?,CC1(CNCc2ccccc2)COc2ccc(C(=O)NCc3ccncc3)cc2N1 (centres undefined)
-8%[86.2 µM],O=C(NCC1CC1)c1nc2c(o1)CCN(Cc1ccc(F)cc1F)CC2
12%,Cc1cc(C)n2nc(CNS(=O)(=O)c3ccc(F)cc3)nc2n1
15%,Cc1c(-c2ccccc2)oc2c(C(=O)NCCOc3ccccc3)cccc2c1=O
4%,O=C1COc2ccc(C(=O)COc3ccc([N+](=O)[O-])cc3)cc2N1
213%[activator],CCn1c2c(c(=O)[nH]c1=O)C(c1ccccc1)C1=C(CC(C)(C)CC1=O)N2 (centres undefined)
?,Cc1cccc(-c2nc3scc(CCNS(=O)(=O)c4ccc(F)cc4C)n3n2)c1
-23%,COc1ccc(C(=O)N2CCCCCCNC(=O)[C@@H]3C[C@@H](c4nc(-c5cccnc5)no4)C[C@@H]32)cn1
-22%,CC(=O)Nc1ncc2c(n1)CC(c1ccc(N(C)C)cc1)CC2=O (centres undefined)
-16%,COc1ccc(NC(=O)CCNS(=O)(=O)c2ccc3c(c2)CCCC(=O)N3)cc1Cl
-29%,CCCCCC(=C/c1ccccc1)/C=N/Nc1nncc2ccccc12
-45%,COc1cccc(CNC(=O)c2sc3nc[nH]c(=O)c3c2C)c1
?,O=C(Cn1c2c(c(=O)n1Cc1ccccc1)CCN(Cc1ccccc1)C2)Nc1ccncn1
-71%,COc1cc(OC)c(Nc2ncnc3onc(-c4cccc(Cl)c4)c23)cc1Cl
0%,Cc1ccc(NC(=O)CN2C(=O)CC(c3ccc(C)c(C)c3)=Nc3ccccc32)cc1
12%,COc1ccccc1NC(=O)c1ccc2[nH]c(C)c(C)c2c1
3%,CS(=O)(=O)c1ncc(Cl)c(C(=O)Nc2c(C(=O)c3ccc(Cl)cc3)oc3ccccc23)n1
7%,COc1ccccc1CN1CC(C(=O)N2CCC(OC)CC2)CCC1=O (centres undefined)
17%,OCCCNC(=S)Nc1ccc(F)cc1
?,Cc1cc2cc(-c3c(C)noc3C)nc(-c3ccsc3)c2o1
-1%,Cc1c(F)cccc1NC(=O)C1CN(S(=O)(=O)C2CC2)CC12CCCCC2 (centres undefined)
7%,CCN(CC)c1ccc(NS(=O)(=O)c2cc(C)cc(C)c2)cc1C(=O)O
15%,Cc1ccc(Sc2ccc(N=CN(C)C)cc2)cc1C
0%,COC(=O)CCn1c(SC(C)C(=O)c2ccccc2)nc2ccccc2c1=O (centres undefined)
14%,O=C(NCC(=O)N(c1cccnc1)C(C(=O)NC1CCCCC1)c1ccccc1F)c1ccco1 (centres undefined)
-7%,COc1cc(Nc2nc3ccccc3nc2C(=O)OC(C)C)cc(OC)c1
-20%,Cc1ccncc1NC(=O)CC1=C2CCCCC2N(C)C1=O (centres undefined)
-8%,CCCCN(C)c1ncnc2c1cnn2-c1cccc(Cl)c1
-11%,CCC(=O)N(C1CCOCC1)C1CCN(Cc2cccc(Cl)c2)CC1
13%,Cn1c(SCc2csc(-c3ccc(Cl)cc3)n2)nnc1C1CC1
-15%,O=C(c1nn(Cc2ccccc2)c(=O)c2ccccc12)N1CCN(c2ccc(O)cc2)CC1
-20%,O=c1c(S(=O)(=O)c2ccccc2)cn(Cc2cccc(F)c2)c2cc(N3CCOCC3)c(F)cc12
-21%,CC(C)(C)C(=O)Nc1ccc(Cl)c(-c2nc3ccccc3[nH]2)c1
5%,COc1ccc(NC(NC(=O)C(C)C)C(Cl)(Cl)Cl)cc1 (centres undefined)
-21%,O=C(CCc1nc(-c2cccnc2)no1)NCc1cc2n(n1)CCCNC2
-12%[86.2 µM],COc1ccc(-c2cnc3n[nH]c(-c4ccc5c(c4)OCO5)c3n2)cc1
79µM*,Cn1ncc2c(C(=O)NCc3ccc(F)cc3)cc(-c3ccc(Cl)nc3)nc21
12%,CCCNC(=O)N1CCC(N2CC(OCCOC)C23CCCCC3)CC1 (centres undefined)
-21%,Cc1ccc(-c2nc3c(c(=O)c4ccccc4n3C)c(=O)n2Cc2ccco2)cc1
11%[86.2 µM],CCCNC(=O)NC[C@H]1O[C@@H]2C[C@@H](CC(=O)N3CCC(F)(F)C3)O[C@@H]2[C@@H]1O
-10%&13%,CN(C(=O)CSc1nnc(N)s1)C1CCCCC1
8%,Cc1ccc(C(CNC(=O)c2cc(=O)c3cc(C)c(C)cc3o2)N2CCCCC2)o1 (centres undefined)
-2%,CN(C)CC1(O)CCC2(CCN(C(=O)CCc3nc(-c4ccccc4)no3)CC2)CC1

A different layout for two compounds above:
molecule	KDM5B inhibitor
COc1ccc(NC(NC(=O)C(C)C)C(Cl)(Cl)Cl)cc1 (centres undefined)	5%
O=C(CCc1nc(-c2cccnc2)no1)NCc1cc2n(n1)CCCNC2	-21%

The results go on.
KDM5B inhibitor,Molecule
-14%[86.2 µM],Cc1cccc([C@H]2C[C@@H](O)[C@@H](O)[C@@H]2NC(=O)c2ccccc2)c1
-28%[86.2 µM],Cn1ccc(NC(=O)C2(C)CCc3cnc(Nc4ccccc4)nc32)n1 (centres undefined)
-1%,CC(=O)c1ccc(OC(=O)c2cc3ccccc3oc2=O)cc1
-16%,CNC(=O)NC(=O)CN(Cc1ccc2c(c1)OCO2)C1CCCC1
?,Cc1ccc(-c2cc(N3CCCN(C(=O)Cc4cccs4)CC3)n[nH]2)cc1C
-8%,COc1cccc(NC(=O)C2N(C(C)C)C(=O)C23CCCC3)c1 (centres undefined)
-8%,Cc1cc(NC(=O)COc2ccccc2C)ccc1NC(=O)c1cccs1
20%,O=C(NCC#Cc1ccccc1)NNC(=O)c1cccnc1
-12%,Cc1ccc(NC(=O)Cn2ccn(-c3ccccc3)c(=O)c2=O)cc1
-12%,COc1ccc(-n2nc(C(=O)N3CCN(c4cccc(C)c4)C(C)C3)c3c4ccccc4n(C)c3c2=O)cc1Cl (centres undefined)
2%,Cc1cc(C(=O)Cn2c(=O)c3c(ncn3C3CCCC3)n(Cc3ccccc3)c2=O)c(C)n1C
5%,Cc1cccc(C)c1NC(=O)Cn1c(C)cc2nc3n(c(=O)c21)CCCCC3
?,Fc1ccc(-c2noc([C@@H]3Cc4nc[nH]c4CN3CCCc3ccccc3)n2)cc1Cl
-8%,COc1ccc(-c2ccc(CNCCCSc3nnnn3C)o2)cc1Cl
-27%,O=C(CCC[C@@H]1[C@H]2CCCN3CCC[C@@H](CN1C(=O)c1cccnc1)[C@@H]23)NC1CCCCC1

Ordered by the number under KDM5B inhibitor (falling): four of the compounds above.
KDM5B inhibitor,Molecule
-1%,CC(=O)c1ccc(OC(=O)c2cc3ccccc3oc2=O)cc1
-8%,COc1ccc(-c2ccc(CNCCCSc3nnnn3C)o2)cc1Cl
-12%,Cc1ccc(NC(=O)Cn2ccn(-c3ccccc3)c(=O)c2=O)cc1
-16%,CNC(=O)NC(=O)CN(Cc1ccc2c(c1)OCO2)C1CCCC1

(continued)
KDM5B inhibitor,Molecule
16%,Cc1cc(NC(=O)CSCC(=O)Nc2ccc(C)c(C)c2)no1
-24%,COc1ccccc1-c1nc2c(c(SCc3cccc(Cl)c3)n1)Cc1c(CO)cnc(C)c1O2
22%,CCCS(=O)(=O)N1CCC(Cn2c(C)cnc2C2CC2)CC1
13%[115 µM],O=C1NCc2ccccc2CC12CCN(Cc1cc(F)ccc1F)CC2
?,CCOc1nccnc1NC1CCN(C(=O)c2cccs2)CC1
9%,Cc1ccc(N(C(=O)c2ccccn2)C(C(=O)NC2CCCCC2)c2ccncc2)cc1 (centres undefined)
-18%,CCOC(=O)c1c(NC(=S)N2CCCCC2)sc2c1CCN(C(=O)OCC)C2
-24%,CN1C[C@@H]2CCCN3CCC[C@@H]([C@H]23)[C@H]1CCCC(=O)NCCN1CCOCC1
2%[86.2 µM],CN(C)C[C@H]1O[C@@H]2C[C@@H](CC(=O)NCc3cnn(C)c3)O[C@@H]2[C@@H]1O
26%,FC1(F)CN[C@H](c2nc(-c3ccncc3)no2)C1
-6%,O=C(CCc1c[nH]c2ccccc12)N1CCC(N2CC3CC(C2)[C@H]2CCCC(=O)N2C3)CC1 (some centres undefined)
6%,CC(C)c1nc(SCC(=O)c2c[nH]c3ccccc23)n[nH]1
22%[115 µM],CCc1ccc(S(=O)(=O)c2nnn3c2nc(N2CCOCC2)c2ccccc23)cc1
-8%,O=C(c1ccc2c(c1)OCO2)N1CCCC(n2cc(-c3nc(-c4ccccc4)no3)nn2)C1 (centres undefined)
-16%,Cc1ccc(NC(=O)C2=CCN(Cc3ccccc3F)CC2)cc1

Quoted at random: 3 entries already listed
KDM5B inhibitor,Molecule
-24%,COc1ccccc1-c1nc2c(c(SCc3cccc(Cl)c3)n1)Cc1c(CO)cnc(C)c1O2
16%,Cc1cc(NC(=O)CSCC(=O)Nc2ccc(C)c(C)c2)no1
-18%,CCOC(=O)c1c(NC(=S)N2CCCCC2)sc2c1CCN(C(=O)OCC)C2

New compounds follow.
KDM5B inhibitor,Molecule
?,Cc1ccc2[nH]c3c(c2c1)CN(C(=O)CN1CCCCC1)CC3
-14%,COc1cccc([S+](=O)([O-])N2CC(Oc3ccc(F)c(C)c3)C2)c1
23%,COc1ccc(C(=O)NC2CCN(c3cnn(Cc4ccccc4)c(=O)c3)CC2)cn1
1%,CCc1nc(-c2c3n(c(=O)n(CC(=O)NCc4cccs4)c2=O)CCCCC3)no1
20%,CNS(=O)(=O)c1ccc(C(=O)NCC(=O)O)cc1
13%[86.2 µM],CC[C@H]1CN(C(=O)c2ccnc(Cl)c2)CC[C@H]1CC(=O)NCc1cccnc1
-28%,COc1ccc(C(=O)Nc2ccc(CCc3nc4ccc(C)cc4[nH]3)cc2)c(OC)c1
-14%,Cc1ccc2nc(C)cc(C(=O)NCc3ccc4c(c3)OCO4)c2c1
10%,c1cc(-c2noc(C3CC3)n2)ccc1OC1CNC1
-9%,CCN(CC)CCNC(=O)CN1C(=O)COc2ccc(S(=O)(=O)N3CCOCC3)cc21
8%,COCCn1c(=O)n([C@H]2CCCN(C(=O)CC(C)C)C2)c2ncccc21
-8%,Cc1cccc(N2CC(C(=O)NC3CCCCCC3)CC2=O)c1C (centres undefined)
-11%,CCCCn1c(SCC(=O)c2ccc(Cl)cc2)nc2c1c(=O)[nH]c(=O)n2C
26%,CNC(=O)[C@@H]1CN(C(=O)c2ccc(Br)o2)C[C@H]1c1n[nH]c(C)n1
-7%,CN(C)[C@@H]1CN(C(=O)CCc2ccccc2)CC[C@]1(O)c1ccccc1
126µM*!,c1ccc(-c2nc3ccncc3[nH]2)nc1
-14%,CCc1ccc(S(=O)(=O)c2nnn3c2nc(N2CCCC(C)C2)c2cc(Cl)ccc23)cc1 (centres undefined)
17%,CCOc1ccc(C(=O)Nc2nonc2-c2ccccc2)cc1
-12%,COc1ccc(CCNC(=O)Cn2cc(C(=O)c3ccc(F)cc3)c(=O)c3ccc(C)nc32)cc1OC
2%,Cc1ccc(C(=O)N2CCCCCCNC(=O)[C@@H]3C[C@@H](c4nc(Cc5ccccc5)no4)C[C@@H]32)s1
-26%,O=C(O)/C=C/c1ccc2c(c1)OCCCO2
-25%,CCOC(=O)c1ccc(NC2=CC(c3ccc(O)c(OCC)c3)N(c3ccc(C(=O)OCC)cc3)C2=O)cc1 (centres undefined)
20%,Cc1ccc(C(=O)NNC(=O)Cc2csc(-c3csc(C)n3)n2)cc1
-26%,O=C1NCCCCCCN(C(=O)C2CC2)[C@H]2CCCC[C@@H]12
?,COc1ccc(CNC(=O)c2ccc3c(c2)NC(=O)CCS3)cc1OC
?,CCCN1C(=O)C(CC(=O)NC2CCCC2)Sc2ncccc21 (centres undefined)
-6%,C=C(C)C1CCC(C)=C1CC/C(C)=N/NC(N)=O (centres undefined)
?,COc1ccc(-c2nc(C3CC3)nc3c2CCN(C(=O)c2ccc(C)cc2)CC3)cc1
-1%,Cn1nc(C(=O)N2CCC(N3C(=O)C(O)C34CCCCC4)CC2)c2ccccc21 (centres undefined)
13%,O=C(NCc1ccccc1)N1CCOC(CN(CC2CC2)C(=O)c2cccc(F)c2)C1 (centres undefined)
-23%,Cc1cccc(NC(NC(=O)c2ccccc2C)C(Cl)(Cl)Cl)c1 (centres undefined)
?,Cc1nc(-c2ccccc2OC2CN(S(=O)(=O)c3c(C)nn(C)c3C)C2)no1
1%,Cc1cccc(NC(=O)N2C3CCCC2CC(NC(=O)C2CC2)C3)c1 (centres undefined)
11%,COCCNC(=O)CCCn1c(=O)[nH]c2ccsc2c1=O
5%,CC(Sc1n[nH]c(-c2cccs2)n1)C(=O)Nc1c(F)cccc1F (centres undefined)
15%,Cc1ccc2[nH]c(C)c(CCN(Cc3ccccn3)C(=S)NC(C)(C)C)c2c1
-10%,Cc1ccc(NC(=S)NNC(=O)Nc2ccc(Cl)cc2)cc1
8%,CN(C(=O)CSc1nc2ccccc2n1CC(=O)N(C)c1ccc(F)cc1)c1ccccc1
-3%[86.2 µM],O=C1N(c2ccccc2)C[C@H]2CN(Cc3ncc[nH]3)CCN12
9%[115 µM],COc1ccccc1C(=O)N1CCn2c(nn(-c3cccc(Cl)c3)c2=O)C1
25%[149 µM],C=CCNC(=O)c1cnn2c1CN(C(=O)c1ccccc1F)CC2
-6%,CCOC(=O)CCNC(=O)N1CCC(Oc2ncccc2C(=O)N(C)C)C1 (centres undefined)
